Bioassay records as filed in PubChem BioAssay.
TDP1 cell noCPT = qHTS for Inhibitors of human tyrosyl-DNA phosphodiesterase 1 (TDP1): qHTS in cells in absence of CPT. DT40 Tdp1-/- hTDP1 cells, no CPT, ATP luminescence, 48 h. 420,000 compounds, 15% hits. AID 686978, 2013. Potency, µM (doses to about 46.2 µM), for inactives: at the highest dose activity change, negative = growth inhibition, actives largely listed as inhibitors; active = well fitted inhibition curve with a large enough effect; inconclusive = small, poorly fitted or top-dose-only effect; also: nearly all actives have a fitted effect of over 55% in size
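Growth of hTDP1-complemented DT40 Tdp1-knockout cells is measured by ATP luminescence after at least 48 hr compound exposure at 37 °C, with DMSO substituting for the 20 nM CPT used in the parallel screen.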
Numbers without * were called inactive; ? = inconclusive; & = joins results of further samples; [ ] = dose if it differs, or a comment. % is scaled to controls: 0 for no effect and ±100 for the full control effect; potency is read from the fitted curve at half-maximal effect. The list is partial; count on the stated rates, not on these rows.

SMILES | TDP1 cell noCPT
CCCCCCCCN1C(=O)[C@H](CC(=O)N2CCN(C(=O)C3CC3)CC2)C[C@@]2(C(=O)OC)CC(C)(C)CC=C12 | 15µM*
CCc1ccc(C=O)cc1 | 0%
CCC(C)[C@H]1CNC(=O)C(=O)N1CCc1cccc(F)c1 (some centres undefined) | -9%
Cc1ccc(S(=O)(=O)N2CCCCC2)cc1NC(=O)C1COc2ccccc2O1 (centres undefined) | ?
O=C(CCl)N(O)c1ccc(C=Cc2ccccc2)cc1 | 0.21µM*
COCCN(C(=O)CSc1nnc(-c2ccncc2)n1C)c1c(N)n(CC(C)C)c(=O)[nH]c1=O | 3%
COC(=O)C1CCN(Cc2ccc3c(c2)CN(C(=O)c2cc(C)oc2C)CCO3)CC1 | -17%
COc1ccc(NC(=O)C2(C)Cc3c(-c4cccc(C(F)(F)F)c4)ccnc3O2)cc1OC (centres undefined) | 21µM*
CC(C)C1C(=O)N(Cc2cn(Cc3ccco3)nn2)CCS(=O)(=O)N1Cc1ccc(-c2ccccc2)cc1 (centres undefined) | 18µM*
Cc1ccc(C(O)c2ncc(-c3ccccc3)[nH]2)c(C)c1 (centres undefined) | -29%
CCOC(=O)CCc1ccc(NC(=O)/C=C/c2ccc([N+](=O)[O-])o2)cc1 | 3.3µM*
COC(=O)c1cc(CNC(=O)c2cccc(N(C)C)c2)cc(NC(=O)c2ccccc2Cl)c1 | -12%
CCOc1ccc(C(NC(C)=O)c2cc(Cl)c3cccnc3c2O)cc1 (centres undefined) | 4µM*
C(=C\c1ccccc1)/CN1CCN(C(c2ccnc3ccccc23)c2nnnn2C2CCCC2)CC1 (centres undefined) | 15µM*
CN1CCN(C2CN(Cc3cn(Cc4cccc(C(F)(F)F)c4)nn3)S(=O)(=O)C2)CC1 (centres undefined) | -15%
O=C(Nc1nnc(-c2ccco2)o1)c1ccc(S(=O)(=O)N2CCCCC2)cc1 | 13µM*
CC(C)n1c(=O)c2ccccc2n1CC(=O)N1CCOCC1 | -19%
CC(C)CC(C(=O)OCC(=O)N1CCN(c2ccccc2)CC1)N1C(=O)c2ccccc2C1=O (centres undefined) | ?
O=C(NC(c1ccc(F)cc1)c1ccc2ccccc2n1)C1CCN(CCOc2ccc(Cl)cc2Cl)CC1 (centres undefined) | ?
CC(=O)OCCN1C(=O)c2ccc(-c3nc4ccccc4c(=O)o3)cc2C1=O | ?
Cc1cc(Br)cn2c(CC(C)(C)C)c(C3CCCCC3)nc12 | ?
O=S1(=O)C[C@H](N2CCN(CCO)CC2)[C@@H](COCc2ccccc2)N1 | 14%
C=C1C(=O)OC2C1CCC(C)=C1C(=O)C3OC3(C)C12 (centres undefined) | 0.18µM*
CC(=O)NC1CCC(OC(=O)Nc2ccccc2)CC1 (centres undefined) | 2%
O=C(NCCN1Cc2ccccc2OC(c2ccsc2)C1)c1cncs1 (centres undefined) | -93%

Laid out differently: 15 of the compounds above.
SMILES	TDP1 cell noCPT
CCOC(=O)CCc1ccc(NC(=O)/C=C/c2ccc([N+](=O)[O-])o2)cc1	3.3µM*
COC(=O)c1cc(CNC(=O)c2cccc(N(C)C)c2)cc(NC(=O)c2ccccc2Cl)c1	-12%
CCOc1ccc(C(NC(C)=O)c2cc(Cl)c3cccnc3c2O)cc1 (centres undefined)	4µM*
C(=C\c1ccccc1)/CN1CCN(C(c2ccnc3ccccc23)c2nnnn2C2CCCC2)CC1 (centres undefined)	15µM*
CN1CCN(C2CN(Cc3cn(Cc4cccc(C(F)(F)F)c4)nn3)S(=O)(=O)C2)CC1 (centres undefined)	-15%
O=C(Nc1nnc(-c2ccco2)o1)c1ccc(S(=O)(=O)N2CCCCC2)cc1	13µM*
CC(C)n1c(=O)c2ccccc2n1CC(=O)N1CCOCC1	-19%
CC(C)CC(C(=O)OCC(=O)N1CCN(c2ccccc2)CC1)N1C(=O)c2ccccc2C1=O (centres undefined)	?
O=C(NC(c1ccc(F)cc1)c1ccc2ccccc2n1)C1CCN(CCOc2ccc(Cl)cc2Cl)CC1 (centres undefined)	?
CC(=O)OCCN1C(=O)c2ccc(-c3nc4ccccc4c(=O)o3)cc2C1=O	?
Cc1cc(Br)cn2c(CC(C)(C)C)c(C3CCCCC3)nc12	?
O=S1(=O)C[C@H](N2CCN(CCO)CC2)[C@@H](COCc2ccccc2)N1	14%
C=C1C(=O)OC2C1CCC(C)=C1C(=O)C3OC3(C)C12 (centres undefined)	0.18µM*
CC(=O)NC1CCC(OC(=O)Nc2ccccc2)CC1 (centres undefined)	2%
O=C(NCCN1Cc2ccccc2OC(c2ccsc2)C1)c1cncs1 (centres undefined)	-93%

New compounds follow
SMILES | TDP1 cell noCPT
Fc1ccc(-c2nc3ccc(Cl)cn3c2Cc2ccccc2)cc1 | ?
CN1C[C@@H]2[C@@H]3C(=O)N(Cc4ccccc4)C(=O)[C@@H]3[C@](Cc3ccccc3)(C1=O)N2C(=O)c1ccc(Cl)cc1 | -9%
O=C(C(=O)N1CCN(c2ccccc2F)CC1)c1cn(CC(=O)N2CCCC2)c2ccccc12 | -23%
O=C(c1cccs1)N1C[C@@H](n2cc(C3CC3)nn2)[C@H](O)C[C@@H]1c1ccc(Cl)cc1 | ?
CC(=O)OCC1=C(C(=O)O)N2C(=O)[C@@H](NC(=O)Cc3ccccc3)[C@H]2SC1 | -6%&0%
O=C(Nc1ccc(F)c(Cl)c1)c1cc(C2CCCCN2C(=O)CCCc2ccccc2)on1 (centres undefined) | 18µM*
Cc1ccc(S(=O)(=O)N2[C@@H](Cc3ccccc3)CO[C@H]2CC(=O)c2cccc3ccccc23)cc1 | ?
O=C(NCCNC(=O)c1ccc(-c2cccc(Cl)c2)o1)c1cnccn1 | ?
C#CCOCCOCCOCCNc1nc(N2CCN(C(=O)Cn3cc(CCO)nn3)CC2)nc(N2CCN(C(=O)[C@H](C)n3cc(CCCN=C(N)N)nn3)CC2)n1 | 2%
C=C1C(=O)[C@]23C[C@H]1CCC2[C@@]1(C)C(C[C@@H]3O)[C@](C)(C(=O)O)C[C@H](O)[C@@H]1O (some centres undefined) | 8%
COc1cccc(CNc2nc3cc(-c4ccc(C(=O)N5CCN(C)CC5)cc4)sc3c(=O)n2C)c1 | ?
COc1cccc(C=NNC(=S)NN=Cc2cccc(OC)c2OC)c1OC | 4.1µM*
CCc1ccc(C(O)c2ncc(-c3cccc(OC)c3)[nH]2)cc1 (centres undefined) | 9.2µM*
CCOC(=O)C1(Cc2ccccc2)CCCN(C(=O)COc2ccccc2OC)C1 (centres undefined) | 13µM*
COC(=O)Cc1cc(C)cc2c(=O)cc(-c3ccoc3)oc12 | -28%
COC(=O)[C@@H]1CCCN1C(=O)c1c(OC)cc(=O)n2c1CCN(Cc1ccc3cccnc3c1)CC2 | -4%
COc1ccc(NC(=O)[C@@H]2CC=C[C@@H]3CCN(Cc4ccc(Cl)c(Cl)c4)C(=O)[C@@H]32)cc1 | ?
O=C(O)c1ccccc1C(c1ccccc1)c1ccccc1O (centres undefined) | ?
CSc1ccc2c(c1)C(N1CCN(C)CC1)Cc1ccc(F)cc1S2 (centres undefined) | 16µM*
CCc1nc2ccc(C(=O)NCc3cccs3)cn2c1N(CC)CCN(C)C | 1%
O=C(N[C@H]1CC[C@H](CCNS(=O)(=O)c2ccc(Cl)cc2)O[C@@H]1CO)c1cccc(F)c1 | ?
O=C(Nc1nc(OCC(F)(F)F)cnc1/C=C\c1ccccc1)c1ccsc1 | ?
Fc1ccc(-c2nc3ccc(Cl)cn3c2Cc2cccc(F)c2)cc1 | 23µM*
CC(=O)Nc1ccc(C(=O)N2CCOCC2c2cc(C(=O)NCc3ccccc3)no2)cc1 (centres undefined) | -14%
Cc1noc(C)c1C(=O)N1CCC1(C)C(=O)NS(=O)(=O)c1ccccc1Cl (centres undefined) | 4%
Further compounds follow.
SMILES | TDP1 cell noCPT
C#CCNC(=O)C[C@@H]1C[C@@]2(C(=O)OC)CC(C)(C)CC=C2N(CCc2ccc(OC)c(OC)c2)C1=O | -25%
Clc1ccc(N2O[C@H]3C=C[C@@H]2C3)nc1 | ?
CC(C)c1c(C(=O)NCC2(N3CCCCC3)CCCC2)cnn1-c1nccc(-c2ccco2)n1 | -2%
Cn1ccnc1C1CCCCN1C(=O)CN1Cc2ccccc2OC(c2ccccc2F)C1 (centres undefined) | ?
COc1ccc(-c2[nH]nc3nc(N4CCN(C(=O)c5ccoc5)CC4)cc(C(F)(F)F)c23)cc1 | 8.2µM*
CCC(=O)Nc1ccc2c(c1)OC[C@@H](C)N(Cc1ccccc1F)C[C@@H](C)[C@@H](OC)CN(C)C2=O | -15%
COc1cc(C=NN2CCCCC2)cc(OC)c1OC | 0%
CC[C@H](C)CCCCC(=O)N[C@@H](CCN)C(=O)N[C@H](C(=O)N[C@@H](CCN)C(=O)N[C@H]1CCNC(=O)[C@@H]([C@H](C)O)NC(=O)[C@H](CCN)NC(=O)[C@H](CCN)NC(=O)[C@H](CC(C)C)NC(=O)[C@@H](CC(C)C)NC(=O)[C@H](CCN)NC1=O)[C@@H](C)O | -14%[21.1 µM]
Cn1c2c(c(=O)n(C)c1=O)CN(Cc1ccccc1)CN2 | -18%
CCOC(=O)[C@]12CCC=C1N(Cc1ccc3c(c1)OCO3)C(=O)[C@H](CC(=O)NCc1ccc(C)o1)C2 | 23µM*
Cn1ccnc1SCC(=O)c1ccc(F)cc1 | -7%
NC(=O)C1=C(N=C2CCCCC2)CCCC1 | -20%
C[C@H](CO)N1C[C@H](C)[C@H](CN(C)S(=O)(=O)c2ccccc2C#N)OCc2cnnn2CCCC1=O | -17%
O=C(Nc1nnc([C@H]2C[C@H](O)[C@@H](CO)O2)s1)c1cccc(Oc2ccccc2)c1 | -7%
CCOC(=O)[C@]12CCC=C1N(Cc1cccc3ccccc13)C(=O)[C@H](CC(=O)NCCC(C)C)C2 | 21µM*
CCN(CC)S(=O)(=O)c1cc(NC(=O)c2ccccc2OCc2c(C)noc2C)ccc1C | 16µM*
CC(O)(c1ccc(F)c(F)c1)c1nc(-c2ccc(Cl)cc2)cs1 (centres undefined) | ?
Cc1nc2ccc(C(=O)NCCCn3ccnc3)cn2c1N(C)CC1CCCCC1 | ?
CCCC(=O)N1CCC1(C)C(=O)NCc1ccc(SC)cc1 (centres undefined) | -14%
CCCCN(C)C(=O)c1sc(=O)n(Cc2ccccc2C#N)c1C | ?
O=C(/C=C/c1cccs1)NCc1cccs1 | -16%
COc1ccc2c(c1)CCc1cnc(-n3ncc(C(=O)N4CCN(CCO)CC4)c3C3CC3)nc1-2 | -18%
Cc1cccc(C(C#N)c2nc3ccccc3nc2C(F)(F)F)c1 (centres undefined) | -26%
CC(C)(C)NC(=O)CN(C(=O)CCC(=O)Nc1nccs1)c1ccccc1F | 9%
Cc1ccccc1C(=O)Nc1scc(-c2ccc(Br)cc2)c1C(=O)O | -2%
Going on with the list:
SMILES | TDP1 cell noCPT
O[C@@H]1CN(Cc2cccs2)[C@@H](c2ccc(Cl)cc2)C[C@H]1n1cc(-c2ccc(F)cc2)nn1 | 23µM*
CC(COc1ccccc1)OC(=O)Nc1ccccc1 (centres undefined) | -1%
O=C(CCN1CCN(Cc2ccccc2)CC1)NNC(=O)c1ccc(Cl)c(Cl)c1 | ?
C[C@@H]1CN([C@H](C)CO)S(=O)(=O)c2ccc(Br)cc2O[C@H]1CN(C)S(C)(=O)=O | -2%
COc1ccc(C(CNC(=O)CN2C(=O)NC(C)(c3ccc4ccccc4c3)C2=O)N2CCCC2)cc1 (centres undefined) | ?
O=C(Nc1c(-c2ccccc2)[nH][nH]c1=O)c1ccccc1 | -7%
COc1cccc(C(C(=O)NCc2ccccc2)N2CCN(c3cccc(C)c3C)CC2)c1OC (centres undefined) | 18µM*
CCOc1ccc2nc3cc(N=Nc4ccc(N)nc4N)ccc3c(N)c2c1 | 2.6µM*
CCCCn1c(N)c(N(CC(C)C)C(=O)c2cc(-c3ccc(OC)cc3)nc3ccccc23)c(=O)[nH]c1=O | ?
Cc1noc(C)c1NC(=O)N(C)C[C@@H]1OCc2cnnn2CCCC(=O)N([C@@H](C)CO)C[C@@H]1C | 0%
O=[N+]([O-])c1ccc2c(c1)-c1ccccc1C2O (centres undefined) | 13µM*
O=C(c1ccc(Br)cc1)N1CCN(c2ncccn2)CC1 | -22%
CCN(CC)c1ccc(C(=O)NNC(=O)C2CCN(c3ncnc4sc(C)c(C)c34)CC2)cc1 | ?
CN(Cc1ccccc1)C(=O)c1csc(COCCO)n1 | -10%
O=[N+]([O-])c1cc(-c2csc(NCCc3nc4cc(C(F)(F)F)ccc4n3CCCO)n2)ccc1Cl | ?
CC(=O)OCCn1c([N+](=O)[O-])cnc1C=[N+]([O-])C1CCCCC1 | -11%
O=[N+]([O-])c1cccc(COc2cccc(CO)c2)c1 | -3%
COc1ccc(C=C2CCC3C(=O)CCCC3(C)C2=O)cc1 (centres undefined) | ?
O=S(=O)(Cc1nnnn1-c1ccc(Br)cc1)c1ccccc1 | -9%
O=C1CCC[C@@H]2C[C@@]3(C[C@@H]4CCN1[C@H]24)Nc1cc(Cl)ccc1NC3=NCc1ccccc1 | ?
CCCc1nc2c3ccccc3ccn2c1Cc1ccccc1C(F)(F)F | ?
Cc1oc2nc(SCC(=O)NC3CCCCC3)nc(N)c2c1C | -26%
Cc1nc2ccccc2nc1CC(O)(c1ccccc1)c1ccccc1 | ?
COc1cccc(C(NC(C)=O)c2nc(-c3ccc4c(c3)OCO4)cs2)c1 (centres undefined) | -18%
CC(C)(C)S(=O)N1Cc2cc(C(=O)N3CCc4ccccc4C3)nc(-c3cccc(-c4ccncc4)c3)c2[C@H]1CCO (some centres undefined) | ?
C#CCNC(=O)C1=C[C@@H](C)[C@H](CCCO)[C@@H](OCC)O1 | 10%
CC=Cc1cc(OC)c2c(c1)C(C)C(c1ccc(O)c(OC)c1)O2 (centres undefined) | ?
COC(=O)c1c(NC(=O)COC(=O)CNC(=O)c2cccc(OC(F)F)c2)sc(C)c1C | 41%[activator]
